# Screening data from PubChem.
# tim10-1 inh: inhibits growth of tim10-1 mutant yeast; hit rate 2.2% among 330,000; inhibition, % at 20 µM; S. cerevisiae tim10-1 ts strain growth, BacTiter-Glo, 24 h;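 active = inhibition of at least 40%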;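 note: mutant grown at 25 °C; 0% = DMSO wells with yeast and 100% = wells holding no yeast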
# APJ agonist: activates the human apelin receptor APJ | P35414 | CHO-K1 APJ PathHunter beta-arrestin, luminescence; 0% DMSO wells, 100% apelin | activation, % at 20 µM | hit rate 0.11% among 330,000;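 active = activation more than six SD over the plate average, tested at 20 µM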;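 note: 0% = DMSO alone and 100% = apelin-13 at 10 nM; some results filed as inactive read as strong as hits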
# Target sequence (P35414 whole entry, looked up): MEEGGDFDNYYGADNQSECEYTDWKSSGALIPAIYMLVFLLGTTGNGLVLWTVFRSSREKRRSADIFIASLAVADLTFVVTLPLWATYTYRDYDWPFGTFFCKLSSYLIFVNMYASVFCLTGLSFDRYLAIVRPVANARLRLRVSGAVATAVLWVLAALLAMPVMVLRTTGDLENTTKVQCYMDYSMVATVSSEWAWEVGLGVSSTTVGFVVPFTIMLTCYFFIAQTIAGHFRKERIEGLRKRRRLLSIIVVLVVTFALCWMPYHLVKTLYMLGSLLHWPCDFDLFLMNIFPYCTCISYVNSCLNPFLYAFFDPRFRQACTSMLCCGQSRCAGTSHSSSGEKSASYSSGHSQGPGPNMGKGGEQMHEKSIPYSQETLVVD
#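 Assay system – PathHunter CHO-K1 APJ (AGTRL-1) beta-arrestin reporter cells · Compound – one dose, 20 µM compound, 1% DMSO · Timing – compound 90 min 25 °C, reagent 1 h · Measured by – luminescence from split beta-galactosidase complementation, Galacton Star/Emerald II substrate · Measure – beta-arrestin recruitment to APJ as agonist activity, luminescent signal · Benchmarks – DMSO vs Apelin-13 10 nM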
# TIM10 inh: TIM10 yeast growth inhibition; S. cerevisiae TIM10 strain growth, BacTiter-Glo luminescence, 24 h; inhibition, % at 10 µM; hit rate 1.4% among 330,000; AID 463195;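 active = inhibition of 40% or more at the single tested concentration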;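 note: wild-type TIM10 isogenic control strain grown at permissive 25 °C; 0% = DMSO yeast wells and 100% = minimal medium wells without yeast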
# CXCR6 block: blocks human CXCR6 beta-arrestin recruitment | CHO-K1 PathHunter CXCR6 beta-arrestin, luminescence | inhibition, % at 20 µM | hit rate 0.36% among 360,000 | AID 602244; in the data active = inhibition above about 34%, passing the limit was not always enough;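 note: antagonist mode with CXCL16 agonist at 10 nM final; 0% = 10 nM CXCL16 with DMSO and 100% = unstimulated wells without agonist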
# Target sequence (O00574 whole entry, looked up): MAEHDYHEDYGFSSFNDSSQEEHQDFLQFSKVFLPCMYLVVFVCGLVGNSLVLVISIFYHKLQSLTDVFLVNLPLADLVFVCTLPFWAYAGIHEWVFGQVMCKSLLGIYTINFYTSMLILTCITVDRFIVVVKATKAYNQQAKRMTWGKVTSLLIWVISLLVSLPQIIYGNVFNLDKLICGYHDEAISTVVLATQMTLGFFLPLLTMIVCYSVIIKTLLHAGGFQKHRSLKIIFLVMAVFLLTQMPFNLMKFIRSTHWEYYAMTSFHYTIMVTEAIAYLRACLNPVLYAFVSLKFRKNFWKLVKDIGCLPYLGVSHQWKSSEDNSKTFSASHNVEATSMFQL
# Mdm2 MdmX PPI: human Mdm2/MdmX binding inhibition; SaOS-2 split-luciferase Mdm2/MdmX complementation, luminescence; O15151+Q00987; hit rate 3% among 330,000; inhibition, % at 8 µM;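 active = inhibition of at least 50% at 8 µM in the primary screen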
# XBP1 UPR activ: adaptive UPR (XBP1) activation | CHO-XBP1 luciferase reporter, IRE1-XBP1 UPR activation, luminescence; percent of tunicamycin response, DMSO as zero | activation, % at 20 µM | hit rate 0.33% among 330,000 | AID 463104;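 active = versus positive control, 20 µM dose yields 30% or more activation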;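 note: 100% = tunicamycin at 10 µg/mL and 0% = DMSO only wells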
#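 incubation = overnight seeding at 37 °C, 6 h compound treatment at 37 °C | assay system = CHO-XBP1 cells stably carrying IRE1-XBP1-driven luciferase reporter | input = 1000 cells per well | detection = luciferase luminescence | dosing = single point, 20 µM final compound, 1% DMSO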
# tim23-1 inh: growth inhibitors of tim23-1 mutant yeast; S. cerevisiae tim23-1 growth, BacTiter-Glo luminescence, 24 h; inhibition, % at 20 µM; hit rate 1.3% among 330,000;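 active = growth inhibition of the mutant yeast at or above 50%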;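 note: temperature-sensitive mutant grown at 25 °C; plate controls were DMSO-treated mutant yeast for no effect and medium wells lacking yeast for full effect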
# UPR CHOP act: apoptotic UPR (CHOP) activation. CHO-CHOP luciferase reporter, luminescence; percent of tunicamycin response over DMSO baseline. activation, % at 10 µM. hit rate 0.34% among 330,000. AID 449763;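 active = at 10 µM dose, activation of 40% or more, normalized to positive control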;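 note: 100% = tunicamycin at 10 µg/mL and 0% = DMSO alone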
#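 Assay system: CHO-CHOP cells, stable luciferase reporter of PERK-eIF2a-CHOP signalling / Buffer or medium: F12 plus 10% serum / Compound dosing: one dose, 10 µM in 0.5% DMSO / Times: 6 h compound treatment, 37 °C / Technique: luciferase luminescence / Read-out: % reporter activation, DMSO baseline versus tunicamycin full activation / Benchmarks: tunicamycin and DMSO controls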
# APJ antag: blocks the human apelin receptor APJ; P35414; CHO-K1 APJ beta-arrestin complementation, luminescence; inhibition, % at 20 µM; hit rate 0.32% among 330,000;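 active = inhibition above about 40% at 20 µM, limit read from the data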;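 note: cells challenged with 10 nM apelin-13 agonist together with compound; plate controls were apelin-13 plus DMSO wells for no effect and DMSO wells lacking apelin-13 for full effect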
# * hit, by the source's call; nt = no result given. This is a subset, so the mix of outcomes need not match the whole.
SMILES,tim10-1 inh,APJ agonist,TIM10 inh,CXCR6 block,Mdm2 MdmX PPI,XBP1 UPR activ,tim23-1 inh,UPR CHOP act,APJ antag
CCCn1c(=S)[nH]c2ccccc2c1=O,10,0,-4,6,17,1,6,1.1,8
Cc1cc(C)c(C#N)c(SCCS(=O)(=O)c2ccc(Cl)cc2)n1,14,-4,5,-2,-4,-2,9,0.1,-3
CCN(CC)CCNC(=O)CCN1N=C(c2ccccc2)CCC1=O,-4,-5,1,5,-1,-3,-2,1.5,17
O=C(O)Cc1ccc(S(=O)(=O)Nc2ccccc2C(=O)O)cc1,3,-5,1,3,37,-1,3,-1.8,6
CO/N=C/CC(=O)c1cnc(-c2ccc(Cl)cc2)s1,41*,-3,4,4,-19,-1,28,2.6,4
S=C(NCc1ccccc1)NCc1ccc(CNC(=S)NCc2ccccc2)cc1,14,0,-11,0,17,-3,1,-1.1,-4
Cc1cc(C(=O)OCC(=O)Nc2cccc(S(=O)(=O)N3CCOCC3)c2)c(C)o1,8,6,8,-8,3,-4,-7,1.3,-8
O=C(Cc1csc(Nc2nc(=S)[nH]c3ccccc23)n1)NCCCN1CCN(c2cccc(Cl)c2)CC1,21,-3,16,13,77*,12,6,-1.1,28
COc1cc(NC(=O)C2C3C=CC(C3)C2C(=O)O)c(OC)cc1Cl (stereo not drawn),3,-4,-3,-3,8,-3,10,-2.2,6
CCCCCNCc1ccc(Br)cc1,-1,-1,21,8,-4,6,19,-0.7,-3
O=C(c1ccc(S(=O)(=O)N2CCCCCC2)cc1)N1CCC(CN2C(=O)c3cccc4cccc(c34)C2=O)CC1,8,-1,14,9,22,4,16,5.3,-12
Cc1ccc(S(=O)(=O)N2C[C@@H]3CCCC[C@@H]3[C@@H](C)[C@H]2c2cn(Cc3ccccc3)c3ncccc23)cc1,23,nt,0,10,41,3,41,25,nt
COc1ccc(NC(=O)c2ccccc2F)cc1Cl,-20,-1,-1,6,-41,0,-7,1.1,0
C[C@H]1COC(=O)CCCC/C=C\C[C@H](CC(=O)N(CCO)Cc2ccccc2)C(=O)N1,-7,0,2,-7,-9,-3,-8,-1.5,14
Cc1cc(C)n(S(=O)(=O)Cc2ccccc2)n1,10,-5,1,-4,29,0,12,-1.4,35
O=S(=O)(NCC1CCCN(Cc2ccccc2)C1)c1cccc2cccnc12 (stereo not drawn),-10,0,6,0,15,-5,-15,-2.8,-9
Cc1ccc(Nc2ncc3c(n2)CC(c2ccco2)CC3=O)c(C)c1 (stereo not drawn),26,-1,8,11,13,1,33,0.5,8
Cc1ccc(C(=O)N2CCN(c3ccc([N+](=O)[O-])cc3-n3cccc3)CC2)cc1,16,-6,4,10,0,-5,18,7.1,-5
CC(C)(C)n1nc2c(c1NC(=O)Cc1ccc(F)cc1)CS(=O)(=O)C2,16,-7,-8,2,20,-7,14,-0.1,12
Cc1cc(C(=O)Nc2ncc(C)s2)c2ccccc2n1,2,-5,-7,-2,4,1,11,3.0,-23
Cc1cc(Cl)c2oc(C(=O)N3CCN(c4cccc(C)n4)CC3)c(C)c2c1,-19,-3,9,-5,-68,0,20,2.9,5
CN(C[C@H](c1ccccc1)N(C[C@H](Cc1ccccc1)N(CCc1ccccc1)N=O)N=O)N=O,26,-2,25,-1,39,1,35,0.3,1
CN(NC1OC(=O)c2ccccc21)c1ccc(Cl)cc1[N+](=O)[O-] (stereo not drawn),5,-2,-4,14,4,1,13,0.4,17
CCOC(=O)c1ccc(NC(=O)CSc2nnc(C)n2-c2ccccc2)cc1,25,-2,19,10,9,-3,22,1.3,0
CC(Sc1cccc[n+]1[O-])C(=O)Nc1cccc([N+](=O)[O-])c1 (stereo not drawn),20,-4,2,6,9,-1,3,1.3,16

# Three structures out of the list, arranged by SMILES length, descending.
SMILES,tim10-1 inh,APJ agonist,TIM10 inh,CXCR6 block,Mdm2 MdmX PPI,XBP1 UPR activ,tim23-1 inh,UPR CHOP act,APJ antag
C[C@H]1COC(=O)CCCC/C=C\C[C@H](CC(=O)N(CCO)Cc2ccccc2)C(=O)N1,-7,0,2,-7,-9,-3,-8,-1.5,14
Cc1cc(C)n(S(=O)(=O)Cc2ccccc2)n1,10,-5,1,-4,29,0,12,-1.4,35
CCCCCNCc1ccc(Br)cc1,-1,-1,21,8,-4,6,19,-0.7,-3

# Single records, as listed above:
# Results for `CCN(CC)CCNC(=O)CCN1N=C(c2ccccc2)CCC1=O` = tim10-1 inh = -4; APJ agonist = -5; TIM10 inh = 1; CXCR6 block = 5; Mdm2 MdmX PPI = -1; XBP1 UPR activ = -3; tim23-1 inh = -2; UPR CHOP act = 1.5; APJ antag = 17
# Results for `CCCn1c(=S)[nH]c2ccccc2c1=O` = tim10-1 inh = 10; APJ agonist = 0; TIM10 inh = -4; CXCR6 block = 6; Mdm2 MdmX PPI = 17; XBP1 UPR activ = 1; tim23-1 inh = 6; UPR CHOP act = 1.1; APJ antag = 8
# Results for `Cc1cc(C)n(S(=O)(=O)Cc2ccccc2)n1` = tim10-1 inh = 10; APJ agonist = -5; TIM10 inh = 1; CXCR6 block = -4; Mdm2 MdmX PPI = 29; XBP1 UPR activ = 0; tim23-1 inh = 12; UPR CHOP act = -1.4; APJ antag = 35

# Remaining list, next part
SMILES,tim10-1 inh,APJ agonist,TIM10 inh,CXCR6 block,Mdm2 MdmX PPI,XBP1 UPR activ,tim23-1 inh,UPR CHOP act,APJ antag
CS(=O)(=O)N(CC(=O)N/N=C/c1cccc2c1OCCO2)c1ccccc1Br,6,0,11,1,5,-4,8,-0.5,6
Cc1nn(Cc2ccccc2Cl)c2sc(C(=O)Nc3ccccc3N3CCOCC3)cc12,18,-2,22,0,55*,3,4,-2.0,10
O=[N+]([O-])c1ccc(-n2nncc2-c2ccc(Cl)cc2)cc1,24,-1,-11,-11,12,1,14,0.8,12
CN(CC(=O)NCCc1ccc(F)cc1)Cc1ccccc1,12,7,-2,-7,-18,1,7,-0.2,11
COc1ccc(NC(=O)CSc2[nH]c(=O)cc(C)c2C#N)cc1OC,-2,2,6,0,0,1,2,0.0,15
OC(CN1CCCCC1)Cn1c2ccc(Cl)cc2c2cc(Cl)ccc21 (stereo not drawn),-10,3,-26,-16,75*,16,-22,3.2,-19
CC(C)C(=O)Nc1cccc(S(=O)(=O)c2cccc(NC(=O)C(C)C)c2)c1,4,-1,14,2,20,-3,3,0.4,-1
COCCN(CC(=O)Nc1cccc(C)c1C)C(=O)Cc1sc(C)nc1-c1ccc(F)cc1,9,-2,3,5,5,-1,8,-0.8,2
COc1ccccc1CNCC(=O)NCc1ccc(C)cc1,8,-2,6,-13,17,2,0,-1.7,18
CC1(C)C(N(O)C(=O)Nc2ccc(Cl)cc2)N(c2ccc(Cl)cc2)C(=O)N1CC(=O)NN (stereo not drawn),16,0,17,2,-1,-3,10,-2.0,-5
Cc1ccc(-c2nc(SCC(=O)N(C)c3c(N)n(Cc4ccccc4)c(=O)[nH]c3=O)n[nH]2)cc1,-3,8,10,-2,29,-1,0,-0.4,17
CC(=O)Nc1ccc(N2C(C(C)=O)=NN(c3ccc(Cl)cc3)C2c2sccc2C)cc1 (stereo not drawn),32,-1,-1,5,9,-1,27,-1.8,-8
O=C(Nc1ccc(N2CCN(c3ccccc3)CC2)c(F)c1)C1CC1,-14,-2,-20,5,9,-1,-8,0.8,-7
Nc1nonc1-n1nnc(C(=O)N/N=C/c2cccc(F)c2)c1-c1ccc2c(c1)OCO2,16,0,-1,4,-8,-1,10,0.3,21
O=C(OCC1CCCN2CCCCC12)c1ccc2c(c1)OCO2 (stereo not drawn),-9,1,-12,-3,5,-2,4,0.9,0
CCn1cc(C(=O)C(F)(F)F)c2ccccc21,2,-3,-4,-8,-10,0,4,0.3,19
CC(C)(C)[C@@H]1CCC(=O)N(CC[C@H](Sc2ccc(Br)cc2)c2ccccc2)CC1,17,-2,2,32,3,-2,21,0.3,19
CCCCN(C(=O)c1ccccc1OCc1ccc(F)cc1)c1c(N)n(CCC)c(=O)[nH]c1=O,18,-2,9,-2,17,-3,3,1.1,17
CC[C@@H](C)[C@@H]1CN([C@@H](C)CN2CCC[C@H]2CN2C(N)=NC[C@H]2CC(C)C)C(=N)N1CCc1ccc(Cl)c(Cl)c1,-14,-2,-5,4,-2,1,-15,-0.5,13
Cc1ccc(-c2ccc(=O)n(CC(=O)NCc3ccc(F)cc3)n2)cc1,8,-1,8,2,-3,-1,15,0.7,7
O=C(CSc1ccc2nnc(CCNC(=O)c3ccc(F)cc3)n2n1)NCc1ccco1,-15,-4,-4,4,0,0,-8,0.6,14
CC(C)Nc1nnc(SCC(=O)c2c[nH]c3ccccc23)s1,28,-1,17,1,0,1,20,0.5,-8
O=C(c1ccc(COc2ccc(F)cc2)o1)n1cc(Br)cn1,30,2,18,5,-11,-1,18,1.0,9
Nn1c(COc2ccc(Cl)cc2)n[nH]c1=S,-8,-2,-15,-8,5,-2,-1,1.8,17
COc1cc(NC(=O)c2cccc([N+](=O)[O-])c2)ccc1NC(=O)c1cc2ccccc2o1,-1,-1,-6,0,81*,-3,-13,2.0,-3
O=C(CCN1C(=O)/C(=C\c2ccccc2)SC1=S)N1CCCCC1,34,0,25,-10,57*,-3,46,8.5,4
CCc1nnc(NC(=O)c2cccc(S(=O)(=O)N3CCCC3)c2)s1,12,-3,-3,4,-6,1,-5,-0.6,1
Cc1ccc(-c2nnc(NC(=O)c3ccco3)o2)c(C)c1,22,10,5,2,-8,3,21,1.5,-9
COc1ccc(/C=C2\CCc3ccccc3C2=O)cc1CN1CCOCC1,12,1,23,-10,8,4,16,4.1,-5
CCOC(=O)NC(=O)CSc1nc(-c2ccc(C)c(C)c2)cn1-c1ccccc1,11,-4,18,4,-9,-1,29,5.9,12
